ABHD4 inh: inhibitors of mouse ABHD4; Q8VD66; purified mABHD4, FP-Rh probe fluorescence polarization; inhibition, % at 8.92 µM; 0.54% of 370,000 active; AID 720543;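 active = inhibition exceeding the mean over every tested compound plus 3 SD, cut at about 30% in these data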;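 note: 0% = plate median of compound wells and 100% = S159A mutant with DMSO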
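assay system = mABHD4 protein | compound dosing = single nominal dose of 8.92 µM, 0.89% DMSO final | read-out basis = percent inhibition of probe binding, normalized to plate controls | schedule = Enzyme–compound pre-incubation 45 min, then probe 60 min, both 25 °C | detection = fluorescence polarization, excitation 525 nm, emission 598 nm, BODIPY TMR filters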
HTRA1 inhibitor: blocks human HTRA1 serine peptidase; Q92743; recombinant HTRA1, FP-rhodamine activity-based probe, fluorescence polarization; inhibition, % at 5.96 µM; 0.5% of 340,000 active; AID 504803; in the data active = inhibition above about 36%;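 note: 0% = enzyme with DMSO and 100% = wells lacking enzyme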
Target sequence (Q92743 whole entry, looked up): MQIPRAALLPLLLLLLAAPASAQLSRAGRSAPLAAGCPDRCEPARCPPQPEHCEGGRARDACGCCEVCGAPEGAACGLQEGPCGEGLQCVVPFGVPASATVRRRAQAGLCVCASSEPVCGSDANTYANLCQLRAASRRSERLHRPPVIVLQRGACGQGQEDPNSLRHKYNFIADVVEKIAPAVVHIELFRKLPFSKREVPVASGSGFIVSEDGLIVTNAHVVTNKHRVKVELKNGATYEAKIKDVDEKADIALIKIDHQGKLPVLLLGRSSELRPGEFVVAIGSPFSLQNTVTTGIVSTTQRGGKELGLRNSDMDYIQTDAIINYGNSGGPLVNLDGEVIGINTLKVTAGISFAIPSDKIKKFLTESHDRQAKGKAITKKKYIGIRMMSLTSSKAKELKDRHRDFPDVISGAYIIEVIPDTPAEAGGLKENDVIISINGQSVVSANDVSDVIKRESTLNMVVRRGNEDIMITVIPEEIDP
UHRF1 binding: blocks human UHRF1 binding to methylated DNA. Q96T88. UHRF1 binding to methylated oligo, TR-FRET. inhibition, % at 4.4 µM. 0.75% of 370,000 active. AID 687016; in the data active = inhibition above about 21%;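 note: UHRF1 SRA domain binding a hemimethylated CpG hairpin DNA probe; 0% = median of test compound wells and 100% = reference inhibitor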
NPR1 activator: GC-A (human) enzyme activation. activation, % at 10 µM. 0.14% of 370,000 active. HEK293 GC-A cells, cGMP TR-FRET, EC30 ANP; 0% at EC30 ANP, 100% saturating ANP. P16066; in the data active = activation above about 40%
TCR CD3 inh: inhibitors of human TCR-CD3 interaction; TAMRA-labeled TCR probe fluorescence, biochemical; 0.37% of 360,000 active; inhibition, % at 9.4 µM; in the data active = inhibition above about 19%;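 note: recombinant mutant TCR 2C K166C tagged with TAMRA read by polarization; 0% = receptor in buffer alone and 100% = receptor with positive control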
PRMT1 FP inh: PRMT1 (human) inhibition, primary screen; Q99873; recombinant PRMT1, activity-based probe fluorescence polarization; inhibition, % at 2.79 µM; 1.3% of 370,000 active; AID 652257;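 active = inhibition above about 21% made by adding two undisclosed values, limit read from the data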
SIAE primary: human SIAE inhibition, primary screen. Q9HAT2. SIAE FP-Rh probe binding, fluorescence polarization. inhibition, % at 9.66 µM. 0.69% of 370,000 active. AID 1053197;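 active = inhibition above a cutoff: mean of compounds within the control limits plus 3 SD of those, cut at about 17% in these data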;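 note: 0% = plate median of compound wells and 100% = probe without SIAE protein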
NPR2 activator: GC-B (human) receptor activation; HEK293-GC-B cells, CNP EC30, cGMP TR-FRET; 0% at EC30 CNP, 100% saturating CNP; 0.11% of 370,000 active; activation, % at 10 µM; AID 1920062; P20594;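 active = activation at 10 µM reaching about 35% in either raw or pattern-adjusted values, limit read from the data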
MBD2 DNA inh: MBD2-methylated oligo binding inhibition; Q9UBB5; TR-FRET, MBD2 binding to methylated oligonucleotide; inhibition, % at 4.4 µM; 0.31% of 370,000 active; AID 686964; in the data active = inhibition above about 13%
Target sequence (Q9UBB5 whole entry, looked up): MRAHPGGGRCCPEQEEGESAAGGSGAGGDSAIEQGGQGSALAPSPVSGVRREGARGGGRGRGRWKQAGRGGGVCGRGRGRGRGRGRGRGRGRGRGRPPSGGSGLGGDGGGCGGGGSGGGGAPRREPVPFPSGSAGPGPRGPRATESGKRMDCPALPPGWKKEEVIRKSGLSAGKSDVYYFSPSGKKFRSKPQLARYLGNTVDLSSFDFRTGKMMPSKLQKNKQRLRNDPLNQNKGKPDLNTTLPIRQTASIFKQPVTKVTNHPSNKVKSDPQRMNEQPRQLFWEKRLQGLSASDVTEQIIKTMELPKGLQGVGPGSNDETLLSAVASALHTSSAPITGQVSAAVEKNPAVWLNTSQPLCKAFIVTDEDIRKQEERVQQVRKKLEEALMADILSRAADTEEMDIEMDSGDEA
rCAG binder: r(CAG) repeat RNA binding. 1.3% of 370,000 active. TO-PRO-1 dye displacement fluorescence. inhibition, % at 3 µM. AID 651821;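 active = inhibition above the plate cutoff, the mean of all test compounds on that plate plus 3 SD, cut at about 35% in these data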;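 note: 0% = DMSO alone and 100% = 100 µM mitoxantrone as full dye displacement; higher means more dye released from RNA so lower well fluorescence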
The depositor's hits bear a star; . = no result given.

SMILES	ABHD4 inh	HTRA1 inhibitor	UHRF1 binding	NPR1 activator	TCR CD3 inh	PRMT1 FP inh	SIAE primary	NPR2 activator	MBD2 DNA inh	rCAG binder
C#CCOCCOCCOCCNc1nc(N2CCN(C(=O)[C@H](CCCCN)n3cc(CCC(=O)O)nn3)CC2)nc(N2CCN(C(=O)[C@H](Cc3ccc(O)cc3)n3cc(CCO)nn3)CC2)n1	1.4	2.3	14.7	1.8	3.3	-0.9	3.6	7.4	1.1	-2.7
CCCCC(=O)N(c1ccc(C)c(C)c1)C1C=CS(=O)(=O)C1 (stereo not given)	6.6	-2.8	-0.6	-11.8	-1.5	2.0	0.1	-7.1	0.6	-5.3
Oc1ccc(-c2nccs2)cc1	-0.1	-0.3	-1.6	2.1	1.4	-3.9	11.2	-1.4	-4.5	0.8
Cc1oc(-c2ccccc2Cl)nc1CS(=O)(=O)CC(=O)NC(C)c1ccccc1 (stereo not given)	-0.9	-10.3	0.2	-9.2	10.9	-0.4	-1.1	-4.5	-2.1	-0.2
CCOC(=O)c1nnn(CC(=O)Nc2ccccc2)c1C(=O)OCC	-0.2	3.1	1.8	2.2	-4.3	0.9	0.9	4.7	3.6	1.2
CCOc1ccc(S(=O)(=O)N2CCC(C(=O)N3CCN(Cc4ccccc4)CC3)CC2)cc1	1.1	10.4	-0.9	2.7	4.5	-3.9	-0.7	2.4	-2.4	-4.5
O=C(N/N=C/c1ccc2c(c1)OCO2)c1ccc2ccccc2n1	8.9	-18.9	-4.7	3.9	6.0	-2.7	-3.4	-0.5	0.0	5.7
COC(=O)CN1C(=O)[C@H]2[C@@H](c3ccc(C)o3)N3C(=O)CN(Cc4ccccn4)C(=O)[C@@]3(Cc3ccccc3)[C@H]2C1=O	4.3	-0.1	-3.9	-2.1	2.5	-0.8	-4.6	1.4	4.5	0.2
COc1ccccc1C(O)c1ncc(-c2ccc(Cl)cc2)[nH]1 (stereo not given)	-2.6	.	1.4	2.2	-3.7	-1.4	7.9	-1.7	1.0	1.2
Cn1c(N)c(C(=O)COC(=O)CNC(=O)c2ccccc2Cl)c(=O)n(C)c1=O	2.2	-1.8	7.7	2.4	9.4	1.4	-2.8	0.0	-3.4	1.4
c1ccc(-c2ccc(C3=Nn4c(nnc4-c4ccncc4)SC3)cc2)cc1	-26.3	.	-1.1	-6.6	.	1.5	-17.3	-6.0	-0.1	5.8
N#Cc1nnn2c1nc(N)c1c(Cl)cccc12	1.5	.	-1.0	18.0	3.2	-1.9	-8.9	3.1	0.7	1.0
Cc1cc(=O)c2c(o1)C(=O)c1occc1C2=O	57.8*	46.0*	40.4*	-6.8	8.5	36.0*	4.9	-5.6	11.4	25.5
Cc1nn(Cc2ccccc2)c(N)c1C#N	1.8	4.5	2.1	-0.1	-3.4	1.9	-3.6	7.3	3.0	-2.3
CCOC(=O)c1c(NC(=O)c2cccs2)sc(CC)c1-c1cccs1	-6.6	-21.6	7.8	-9.2	-1.7	4.5	-9.3	2.2	10.4	6.5
CCC(C)(C)NC(=O)C(OC(=O)c1cc2sccc2n1C)c1ccc(OC)cc1 (stereo not given)	4.2	-6.6	2.5	-3.9	-7.4	0.7	11.2	0.9	2.4	-4.1
O=C(Nc1cccc(C(F)(F)F)c1)c1cccnn1	2.1	1.1	-0.7	1.1	-4.2	6.1	-2.3	-6.8	8.8	-3.0
CCOC(=O)c1sc2cc([N+](=O)[O-])cc(SCC(C)C)c2c1N	3.4	1.1	-3.3	1.2	-6.4	-1.3	-3.2	8.2	2.2	2.9
CCCCCCn1c(N2CCC(C(N)=O)CC2)nc2c1c(=O)[nH]c(=O)n2C	-0.2	0.3	-0.1	0.5	0.9	-0.9	-0.9	2.0	-2.5	-6.2
N#CC1=C(O)CCCn2c1nc1ccccc1c2=O	-2.7	-2.5	2.9	-0.1	-8.5	0.8	-4.1	-1.4	-1.0	-0.9

Shown with two lines to a compound: entries from further up.
Fields: ABHD4 inh	HTRA1 inhibitor	UHRF1 binding	NPR1 activator	TCR CD3 inh	PRMT1 FP inh	SIAE primary	NPR2 activator	MBD2 DNA inh	rCAG binder
> C#CCOCCOCCOCCNc1nc(N2CCN(C(=O)[C@H](CCCCN)n3cc(CCC(=O)O)nn3)CC2)nc(N2CCN(C(=O)[C@H](Cc3ccc(O)cc3)n3cc(CCO)nn3)CC2)n1
  1.4	2.3	14.7	1.8	3.3	-0.9	3.6	7.4	1.1	-2.7
> Cc1cc(=O)c2c(o1)C(=O)c1occc1C2=O
  57.8*	46.0*	40.4*	-6.8	8.5	36.0*	4.9	-5.6	11.4	25.5

A few values from the results shown.
For SIAE primary, N#CC1=C(O)CCCn2c1nc1ccccc1c2=O has the entry -4.1
For TCR CD3 inh, O=C(Nc1cccc(C(F)(F)F)c1)c1cccnn1 has the entry -4.2
For PRMT1 FP inh, Cn1c(N)c(C(=O)COC(=O)CNC(=O)c2ccccc2Cl)c(=O)n(C)c1=O has the entry 1.4

The results go on.
SMILES	ABHD4 inh	HTRA1 inhibitor	UHRF1 binding	NPR1 activator	TCR CD3 inh	PRMT1 FP inh	SIAE primary	NPR2 activator	MBD2 DNA inh	rCAG binder
Cc1ccc2nc(-c3cccc(Br)c3)c(Cc3cccc(F)c3)n2c1	-4.5	.	13.7	4.4	-2.0	2.1	0.4	7.7	6.8	7.1
Cc1ccc(OCC2Cn3c(nc4c3c(=O)[nH]c(=O)n4C)O2)cc1C (stereo not given)	0.7	9.8	1.7	-3.7	-8.2	3.6	-4.6	-1.1	3.6	-4.5
CC(C)(C)C1=Nn2c(nnc2-c2ccco2)SC1	0.3	-3.0	0.7	5.9	2.1	-1.2	2.2	7.6	0.7	2.2
CC(=O)N(Cc1cccnc1)c1cccc(-c2nc3ccccc3s2)c1	-8.1	-4.1	2.0	5.6	-13.7	-1.3	0.4	-2.4	1.9	-6.2
O=C(N=C1SCC(=O)N1c1ccccc1Cl)c1ccccc1	-76.2	-26.1	-1.9	-2.2	-20.4	9.7	-17.2	1.4	-0.4	3.1
Cc1c(NC(=O)C2(c3ccccc3)CCOCC2)c(=O)n(-c2ccccc2)n1C	1.9	4.8	0.1	1.6	7.7	-0.2	0.6	4.2	-5.8	1.9
CN1C(=O)CC2(CC(=O)N(Cc3ccccc3)C2)C1=O (stereo not given)	0.7	4.1	0.0	-2.2	-3.4	0.1	1.7	2.6	2.0	0.6
CCCCNC(=S)NNC(=O)c1cccnc1	-2.1	-4.8	1.2	2.6	-2.5	14.8	8.0	-1.9	5.5	0.3
CC(OC(=O)Cc1coc2ccc3ccccc3c12)C(=O)Nc1ncc(Cl)cc1Cl (stereo not given)	-10.7	-56.8	-13.1	-6.3	-3.9	-2.5	-6.1	-1.5	0.9	9.8
C[C@@H]1CN([C@@H](C)CO)S(=O)(=O)c2ccc(C#CC(C)(C)O)cc2O[C@H]1CN(C)C(=O)C1CCCCC1	1.4	2.5	0.9	0.6	2.7	-1.4	8.0	4.4	-3.9	-1.8
CCCCSC(=O)Nc1ccccc1	5.3	-9.3	1.1	3.7	-2.0	-1.1	0.2	-1.0	-0.1	3.6
CCCCNC(=O)C(NC(=O)c1cccnc1)C(=O)c1ccccc1 (stereo not given)	-5.1	.	0.0	0.3	1.1	-1.4	0.4	7.6	-2.4	1.4
CC(C)[C@H](NC(=O)OCc1ccccc1)C(=O)OCc1ccccc1	7.0	-10.7	-0.6	-1.3	-5.3	-3.6	3.8	1.3	-5.2	-7.0
O=C(CN1CCN(C(=O)C2CCN(C(=O)/C=C/c3ccccc3)CC2)CC1)Nc1ccc(F)cc1	-7.4	5.1	-0.2	-0.2	3.2	-6.0	-2.8	-1.8	3.8	-3.3
COc1cccc(-c2cnc(C(O)c3ccc(Cl)c(F)c3)[nH]2)c1 (stereo not given)	-2.5	.	2.3	1.3	1.8	-0.3	-0.3	-6.8	2.9	0.1
CCCC(=O)Nc1ccc(NC(=O)CCc2ccccc2)cn1	10.6	2.2	4.2	4.0	-3.1	0.6	-2.1	0.5	68.7*	-1.3
CC(C)(C)C(=O)[C@@H]1[C@@H]2C(=O)N(c3ccc4c(c3)OCCO4)C(=O)[C@@H]2C2c3ccccc3C=CN21 (stereo not given in full)	1.5	-6.6	-4.4	-5.0	-11.1	3.6	-0.8	-0.8	0.2	14.4
Cc1cc(C)n2nc(C(=O)OCC(=O)N(CCC#N)c3ccc(F)cc3)nc2n1	0.5	-1.7	-0.1	3.2	5.5	-4.1	-1.3	0.9	2.1	-0.9
CCN(CCO)Cc1csc2ccccc12	0.9	-1.4	-1.8	-0.2	7.3	-1.3	3.6	1.0	0.2	-1.1
N#Cc1nc(COc2cccc(Cl)c2)oc1NCc1ccco1	-10.9	-25.4	-1.9	1.8	5.1	1.9	-0.5	-2.5	-5.2	2.0
Cc1ccc(-c2nnn(CC(=O)N(Cc3cccs3)C(C(=O)NCC3CCCO3)c3ccco3)n2)o1 (stereo not given)	1.4	6.1	4.2	1.7	-0.3	-1.1	1.5	-4.2	0.8	0.8
CCn1c(SCC(=O)c2ccccc2)nnc1-c1cccs1	2.3	-1.9	0.2	-3.2	-1.0	7.3	-1.7	-0.9	3.4	-2.9
CCCC(C(=O)NC1CCCCC1)N(Cc1ccco1)C(=O)CNS(=O)(=O)c1ccccc1 (stereo not given)	2.2	-4.4	-3.6	-5.6	-0.1	-1.1	-2.8	-0.7	-5.3	-8.3
Cc1csc(CNC(=O)C2CCC(=O)N(CCc3cccc(F)c3)C2)n1 (stereo not given)	7.0	-3.4	-1.7	1.1	-4.5	2.3	4.9	1.4	-5.3	-3.9
Cc1ccc(-c2cc(Cc3cccs3)c(=O)[nH]n2)cc1	-6.3	-8.4	-2.5	28.8	5.8	-3.1	-2.8	-0.4	-4.8	0.8
C=CCN(CC=C)C(=O)Nc1cc(Cl)ccc1OC	-3.4	-5.2	-1.2	-8.1	2.3	-0.7	1.9	-9.2	1.9	0.6
COCCn1nnnc1C(c1cccs1)N1CCN2CCCC2C1 (stereo not given)	-4.3	7.7	15.3	0.7	0.0	-1.2	-1.6	-3.4	4.9	0.2
COC(=O)c1cnn(-c2nc3c(C)cccc3s2)c1C	1.0	1.5	-1.0	-5.2	4.4	1.4	7.0	-14.9	1.3	2.3
CCOC(=O)CSc1nnc(Cc2ccccc2)n1Cc1ccco1	-9.2	1.6	-3.0	0.0	-3.2	-1.2	8.2	2.5	2.3	1.1
COc1ccc(C(=O)NCC(=O)N/N=C/c2ccc([N+](=O)[O-])s2)cc1OC	2.8	3.6	-1.6	-3.1	1.2	1.5	15.8	-3.4	2.4	5.0
Cc1cc(C)cc(C(=O)Nc2nnc(SCC(=O)NCC3CCCO3)s2)c1 (stereo not given)	-3.3	3.6	-0.7	-1.1	7.0	-0.2	6.2	-0.2	0.7	0.8
CCc1nc2ccc(C(=O)Nc3nnc(C)s3)cc2nc1CC	-3.3	3.1	1.0	-0.7	3.1	-0.3	-0.3	2.3	0.9	-0.7
CC(=O)Nc1ccc(S(=O)(=O)NNC(=O)COc2ccc(C(C)(C)C)cc2)cc1	-1.4	4.9	0.5	-2.9	-1.2	6.6	2.8	3.8	-0.2	3.3
COc1cc(/C=N/Nc2nc(=O)[nH]nc2C)cc([N+](=O)[O-])c1O	-0.5	4.7	-1.8	-4.2	-9.4	0.5	-9.4	-8.4	-13.2	1.6
CC(NCCc1ccc(O)cc1)C(O)c1ccc(O)cc1 (stereo not given)	-7.7	2.3	-1.0	-3.4	-0.9	-0.9	-4.4	-3.6	4.7	1.5
CNC(=S)NNC(=O)c1cccs1	5.3	8.7	20.6	-4.4	1.6	-3.6	12.1	2.6	-1.7	0.2
CC(CCc1ccccc1)NC(=O)CNC(=O)COc1ccccc1 (stereo not given)	4.6	-2.2	-1.6	1.4	8.2	-0.4	5.4	-3.7	-5.4	-7.4

Compound activity from PubChem.

Some of the compounds tested; rates above refer to the full screens.
